High-throughput results (PubChem)
All columns: NCI-60 one-dose screen, growth in % after 48 h at 10 µM unless noted; 100 = growth as untreated, 0 = no growth, -100 = all killed.
IGROV1: IGROV1 ovarian cancer. 4.7% of 79,000 active. AID 1794786
TK-10: TK-10 renal cancer cells; 3.9% of 81,000 active
ACHN: ACHN renal cancer; 4.9% of 81,000 active
786-0: 786-0 renal cancer cells; 5.1% of 81,000 active; AID 1794775
CAKI-1: CAKI-1 renal cancer. 4.7% of 75,000 active. AID 1794772
NCI/ADR-RES: NCI/ADR-RES ovarian cells; 4.4% of 81,000 active; AID 1794790
UO-31: UO-31 renal cancer; AID 1794768; 5.2% of 81,000 active
SN12C: SN12C renal cancer cells | 3.8% of 81,000 active
Starred values were filed as active, the others as inactive; x = no result given; [ ] = remark or other dose. The calls were made as follows: active = growth percent below 10; inactive = the rest.

Key to letters – A = IGROV1; B = TK-10; C = ACHN; D = 786-0; E = CAKI-1; F = NCI/ADR-RES; G = UO-31; H = SN12C
O=C(Nc1cccc2c1C(=O)c1cccc(Cl)c1C2=O)c1ccccc1
  A: x	B: 94.3	C: 91.8	D: 106.1	E: 80.9	F: 89.8	G: 60.8	H: x
O=c1cc(NNC(=S)NCc2ccccc2)c2cc(Br)ccc2[nH]1
  A: 46.7	B: 106.5	C: 37.5	D: 66.9	E: 66.6	F: 91.1	G: 40.1	H: 79.7
CCCCCCCCCCN
  A: 110.7	B: 88.2	C: 105.0	D: 94.5	E: 100.0	F: 99.3	G: 88.9	H: 105.7
CC(SC(C)C(=O)N/N=C/c1ccc(F)cc1)C(=O)N/N=C\c1ccc(F)cc1 (configuration not stated)
  A: 110.3	B: 104.2	C: 103.3	D: 108.2	E: x	F: 106.8	G: 70.5	H: 99.3
CCOC(=O)Nc1c(C)n(C)n(-c2ccccc2)c1=O
  A: 124.5	B: 113.1	C: 105.2	D: 107.1	E: 110.8	F: 110.1	G: 100.9	H: 107.3
CCOC(=O)CSC1=C(C)C(=O)c2ccccc2C1=O
  A: 104.6	B: 132.0	C: 91.4	D: 107.4	E: 80.7	F: 96.1	G: 71.4	H: 96.9
CC1(C)CC(=O)C(c2c(-c3ccccc3)[nH]c3nc(N)[nH]c(=O)c23)=C(O)C1
  A: 116.2	B: 114.6	C: 99.1	D: 110.1	E: 90.6	F: 98.6	G: 96.8	H: 104.3
COc1ccc(/C(C)=N/NC(=O)COc2ccc3c(C)c(Cc4ccccc4)c(=O)oc3c2C)cc1OC
  A: 112.1	B: 111.5	C: 99.6	D: 103.4	E: x	F: 108.5	G: 85.6	H: 99.0
CCOc1ccc(C2=NNC(=O)CC2)cc1
  A: 107.8	B: 91.2	C: 98.3	D: 94.6	E: 96.2	F: 102.2	G: 91.9	H: 89.4
CCOc1nc(-c2ccco2)n2nc(-c3cccs3)cc2n1
  A: 97.0	B: x	C: 93.2	D: 106.0	E: 92.9	F: 94.4	G: 83.1	H: 99.5
O=C(NNC(=O)c1ccc(-n2cc(-c3ccccc3)nn2)cc1)Nc1cccc(Cl)c1
  A: 103.4	B: 112.6	C: 99.4	D: 105.7	E: 91.1	F: 112.6	G: 95.8	H: 96.9
CC(Cc1ccccc1)N(N)C(C)Cc1ccccc1 (configuration not stated)
  A: 99.2	B: 91.9	C: 97.8	D: 99.9	E: 81.0	F: 109.0	G: 86.9	H: 116.9
O=c1nc(Nc2nc3ccccc3s2)[nH]c(=O)c2ccccc12
  A: 100.2	B: 119.5	C: 89.8	D: 96.0	E: 85.2	F: 102.7	G: 89.4	H: 98.6
COc1ccc2c(c1)C(c1cc(OC)c3c(c1)OCO3)C1=C(COC1=O)N2 (configuration not stated)
  A: 28.8	B: 60.8	C: x	D: 29.5	E: 51.1	F: 2.8*	G: 62.0	H: 28.0
O=C(O)CNC(=O)OCc1ccccc1
  A: 105.1	B: 91.4	C: 96.1	D: 101.8	E: x	F: 97.0	G: 86.6	H: 111.6

Complete entries from above:
`CCOc1ccc(C2=NNC(=O)CC2)cc1` reads IGROV1 = 107.8; TK-10 = 91.2; ACHN = 98.3; 786-0 = 94.6; CAKI-1 = 96.2; NCI/ADR-RES = 102.2; UO-31 = 91.9; SN12C = 89.4
`O=c1nc(Nc2nc3ccccc3s2)[nH]c(=O)c2ccccc12` reads IGROV1 = 100.2; TK-10 = 119.5; ACHN = 89.8; 786-0 = 96.0; CAKI-1 = 85.2; NCI/ADR-RES = 102.7; UO-31 = 89.4; SN12C = 98.6
`O=C(Nc1cccc2c1C(=O)c1cccc(Cl)c1C2=O)c1ccccc1` reads IGROV1 = x; TK-10 = 94.3; ACHN = 91.8; 786-0 = 106.1; CAKI-1 = 80.9; NCI/ADR-RES = 89.8; UO-31 = 60.8; SN12C = x

More compounds:
Key to letters – A = IGROV1; B = TK-10; C = ACHN; D = 786-0; E = CAKI-1; F = NCI/ADR-RES; G = UO-31; H = SN12C
COc1cc(/C=C/C(=O)c2cc(-c3ccccc3)ccc2O)cc(OC)c1OC
  A: 83.0	B: 104.6	C: 77.3	D: 94.0	E: 61.6	F: 69.4	G: 53.4	H: 76.2
CS(=O)(=O)c1nccc(-c2c(-c3cccc(OCCN4CCOCC4)c3)nc3sccn23)n1
  A: 80.2	B: x	C: 90.9	D: 90.6	E: 85.3	F: 93.3	G: 68.5	H: 96.8
O=C(c1ccccc1)c1ccco1
  A: 99.5	B: 96.0	C: 98.9	D: 101.0	E: x	F: 95.7	G: 88.7	H: 88.4
NC(=O)C(CCc1nc2ccccc2[nH]1)NS(=O)(=O)c1ccccc1 (configuration not stated)
  A: 105.6	B: 107.5	C: 98.6	D: 100.2	E: 103.7	F: x	G: 90.9	H: 96.3
COc1cc(C(=O)/C=C/c2cn(Cc3ccc(Cl)cc3)c3ccccc23)cc(OC)c1OC
  A: 84.3	B: 88.8	C: 83.8	D: 86.5	E: 45.6	F: 80.0	G: 53.7	H: 77.6
Cc1nc2sccn2c1-c1csc(Nc2ccccc2Cl)n1
  A: 60.5	B: 61.0	C: 58.9	D: 55.3	E: 34.6	F: 21.6	G: 42.4	H: 57.1
O=c1[nH]c(-c2cccnc2)nc2c1sc(=S)n2-c1ccccc1
  A: 113.2	B: 101.1	C: 112.8	D: 93.9	E: 99.9	F: 110.0	G: 91.3	H: 116.1
CCN1C/C(=N\S(=O)(=O)c2ccccc2)N(CC)C1=S
  A: 107.5	B: 100.4	C: 102.3	D: 96.6	E: 95.3	F: 99.8	G: 89.9	H: 98.1
Cc1ccc(CSC(=N)N)cc1C
  A: 105.6	B: 102.1	C: 107.3	D: 103.4	E: 93.4	F: 98.8	G: 87.7	H: 104.3
COc1ccc(/C=N/NC(=O)CCN2c3ccccc3Sc3ccccc32)cc1
  A: 66.3	B: 111.1	C: 86.6	D: 91.5	E: 41.5	F: 69.4	G: 66.5	H: 88.1
Cc1ccc(-c2nc(NS(=O)(=O)c3ccc(C)cc3)nc(Cl)c2C#N)cc1
  A: 122.8	B: 146.7	C: 117.5	D: 107.9	E: 100.6	F: 109.1	G: 89.2	H: 99.3
CCCCN(C(=O)CCC)c1ccccc1
  A: x	B: 85.7	C: 108.2	D: 99.6	E: 102.5	F: 110.0	G: x	H: 96.7
CC(c1ccccn1)C(C)(O)C(C)c1ccccn1 (configuration not stated)
  A: 112.3	B: 99.6	C: 102.7	D: 107.2	E: 103.9	F: 107.0	G: 90.2	H: 102.6
CC[C@]12C=CCN3CC[C@@]4(c5cc(NC(=O)CCC(=O)N[C@@H](Cc6c[nH]c7ccccc67)C(=O)OC)c(OC)cc5N(C)[C@H]4[C@@](O)(C(=O)OC)[C@@H]1OC(C)=O)[C@@H]32
  A: 110.8	B: 98.9	C: 94.3	D: 100.7	E: 91.8	F: 107.5	G: 82.5	H: 94.1
CC(=O)O[C@H]1C[C@@]2(C)[C@@H]3CCC(C(C)C)=CC3=CC[C@@H]2C(C)(C)C1=O
  A: 101.9	B: 106.0	C: 99.7	D: 106.8	E: 76.3	F: 102.3	G: 87.9	H: 96.6
N#Cc1c(-c2ccccc2Cl)cc(-c2c[nH]c3ccccc23)[nH]c1=O
  A: 78.5	B: 102.1	C: 63.9	D: 68.8	E: 55.5	F: 82.3	G: 58.7	H: 61.5
O=C(Nc1ccncc1)C(=O)c1cn(S(=O)(=O)c2ccccc2F)c2ccccc12
  A: 52.0	B: 100.8	C: 56.8	D: 36.9	E: 35.6	F: -17.7*	G: 52.9	H: 33.8
CS(=O)(=O)c1ccc(N2N=C(c3ccc(O)c(Cl)c3)CCC2=O)cc1
  A: 98.8	B: 108.9	C: 91.2	D: 98.4	E: 83.7	F: 90.1	G: 80.3	H: 99.7
Nc1cc(S(=O)(=O)O)cc2cccc(O)c12
  A: 104.5	B: 102.1	C: 98.8	D: 101.4	E: x	F: 96.0	G: 80.9	H: 93.1
CCOC(=O)NNC(N)=S
  A: 107.4	B: 104.7	C: 101.4	D: 105.2	E: 92.3	F: 105.0	G: 90.6	H: 103.4
CC1(C)OB(c2ccc(Cn3cnc4c(=S)nc[nH]c43)cc2)OC1(C)C
  A: 103.8[50 µM]	B: x	C: 102.5[50 µM]	D: 110.0[50 µM]	E: 92.5[50 µM]	F: 105.1[50 µM]	G: 90.1[50 µM]	H: 99.6[50 µM]
COc1ccc(CNc2nc3ccccc3c3c(=O)c4cc(Cl)ccc4sc23)cc1
  A: 65.1	B: 79.6	C: 33.3	D: 40.2	E: 31.6	F: 78.1	G: 54.4	H: 70.9
C=CCOC(=O)c1cccc(C(=O)OCC=C)c1
  A: 114.2	B: 153.8	C: 106.6	D: 107.2	E: 112.2	F: 111.3	G: 94.7	H: 108.3
O=[N+]([O-])c1ccc(O)c(-c2nc3ccccc3s2)c1
  A: 70.0	B: 82.4	C: 85.6	D: 73.8	E: 73.0	F: 82.8	G: 43.5	H: 64.9
O=c1cc(N2CCNCC2)c2ccccc2n1-c1ccccc1
  A: 96.5	B: 98.7	C: 101.1	D: 100.8	E: 108.7	F: 100.3	G: 90.1	H: 93.6
Cc1cc(C(=O)O)c(C)cc1N
  A: 138.3	B: 116.8	C: 101.1	D: 100.6	E: 100.4	F: 107.8	G: 131.0	H: 92.6
CCCCSc1nc(NC2CC2)c(C#N)c(-c2ccc(C(C)C)cc2)n1
  A: 112.4	B: 100.8	C: 105.6	D: 92.9	E: 97.5	F: 99.4	G: 91.6	H: 100.8
O=C1Nc2ccccc2/C1=N/N1C(=O)CNC1=O
  A: 79.8	B: 111.8	C: 83.1	D: 98.3	E: 76.0	F: 92.2	G: 59.7	H: 90.5
O=Cc1cc([N+](=O)[O-])ccc1O
  A: 103.4	B: 97.5	C: 110.2	D: 104.6	E: 100.8	F: 112.0	G: 97.9	H: 97.8
CC(C)N(c1ccc(Cl)cc1)c1nc(-c2ccc([N+](=O)[O-])cc2)cs1
  A: 89.2	B: 106.5	C: 97.8	D: 93.2	E: 76.1	F: 101.2	G: 73.2	H: 93.4
CC(C)(C)NC(=O)C(OC(=O)C1CCc2cc(F)ccc2O1)c1ccccc1Cl (configuration not stated)
  A: 92.8	B: 99.0	C: 99.0	D: 100.2	E: x	F: 95.5	G: 72.4	H: 101.2
CC(C)(C)OC(=O)N1C(=O)c2c(c3c4cccnc4[nH]c3c3ccc4ccccc4c23)C1=O
  A: 76.4	B: 205.9	C: 80.4	D: 121.5	E: 87.8	F: 100.3	G: 87.1	H: 94.1
CCC1(CC)COC(c2ccc(Cl)cc2)OC1
  A: 105.3	B: 88.2	C: 107.4	D: 95.5	E: x	F: 100.7	G: 84.6	H: 101.6
CCCCCCCCCCN(CCCCCCCCCC)CC(O)c1ccc2cc(Cl)c3ccccc3c2c1 (configuration not stated)
  A: 103.0	B: 90.5	C: 103.3	D: 99.8	E: 102.3	F: 105.0	G: 94.6	H: 93.7
Cc1ccc(C)c2c1CCC2=O
  A: 117.1	B: 104.9	C: 102.2	D: 99.6	E: 95.9	F: 101.2	G: 90.6	H: 101.7
O=C1Nc2ccc(Cl)cc2/C1=N/N=C(c1ccccc1)c1ccccc1
  A: 77.4	B: 111.5	C: 87.5	D: 101.5	E: 63.0	F: 98.0	G: 63.9	H: 93.7
O=C1OCC2=C1C(c1ccncc1)c1cc3c(cc1N2CCO)OCO3 (configuration not stated)
  A: 101.0	B: 100.9	C: 104.8	D: 112.2	E: 99.3	F: 104.1	G: 94.7	H: 100.1
CCOC(=O)C(C(=O)OCC)C1CCCCC1
  A: 93.2	B: 100.8	C: 102.0	D: 96.4	E: x	F: 109.3	G: 91.8	H: 105.6
CCCC(NC(=O)CN1C(=O)/C(=C/C(C)=C/c2ccccc2)SC1=S)C(=O)O (configuration not stated)
  A: 100.7	B: 102.4	C: 96.5	D: 104.8	E: 88.7	F: 96.4	G: 80.3	H: 100.1
CCOC(=O)c1c(C(=O)O)[nH]c(C)c1C
  A: 108.4	B: 90.7	C: 104.1	D: 97.2	E: 93.6	F: 100.3	G: 89.6	H: 95.7
Cn1cc(-c2csc(-c3cn(C(=O)OC(C)(C)C)c4ccc(Br)cc34)n2)c2ccnc(Cl)c21
  A: 89.1	B: 92.9	C: 82.8	D: 74.7	E: 96.4	F: 71.8	G: 96.0	H: 93.6
C=C(C)[C@@H]1CC[C@]2(C(=O)N3CCN(C)CC3)CC[C@]3(C)[C@H](CC[C@@H]4[C@@](C)(CCC(=O)O)[C@H](C(=C)C)CC[C@]43C)[C@@H]12
  A: 104.2	B: 94.3	C: 82.8	D: 90.2	E: 63.1	F: 92.4	G: 50.5	H: 85.9
COc1ccc(/C(=C\c2cc(OC)c(OC)c(OC)c2)C(=O)N2CCNCC2)cc1
  A: 102.4	B: 94.6	C: 98.0	D: 103.0	E: x	F: 98.3	G: 83.4	H: 100.8
CCNC(=O)c1[nH]cc(-c2ccccc2)c1-c1ccccc1OC
  A: 96.6	B: 133.0	C: 103.4	D: 101.8	E: 80.8	F: 110.3	G: 82.4	H: 93.8
COc1ccc(-n2ncn(CCCn3cnn(-c4ccc(OC)cc4)c3=O)c2=O)cc1
  A: 108.8	B: 114.7	C: 95.5	D: 96.8	E: 95.1	F: 99.7	G: 75.9	H: 95.7
O=C(Nc1ccccc1N1CCCC1=O)c1oc2ccc(F)cc2c1-c1cnn(-c2ccccc2)c1
  A: 65.7[50 µM]	B: 95.4[50 µM]	C: 46.0[50 µM]	D: 21.3[50 µM]	E: 35.7[50 µM]	F: 40.4[50 µM]	G: 9.1*[50 µM]	H: 48.5[50 µM]
Cc1ccc(OC(=O)Cc2ccccc2)c(C(=O)c2cnc3c(c2)c(C)nn3-c2ccccc2)c1
  A: 84.1	B: 137.4	C: 104.0	D: 85.4	E: x	F: 61.8	G: 77.4	H: 93.2
CC[P+](C)(CC)c1ccccc1
  A: 95.5	B: 95.9	C: 105.8	D: 96.3	E: 96.9	F: 107.2	G: 76.4	H: 101.9
COc1cc(C2CC(C3C(=O)N(C)C(=O)N(C)C3=O)=NN2c2ccc(Cl)cc2)cc(OC)c1OC (configuration not stated)
  A: 89.0	B: 96.2	C: 95.3	D: 83.2	E: 73.2	F: 98.1	G: 70.3	H: 87.9
